Screening results deposited in PubChem BioAssay by National Center for Advancing Translational Sciences (NCATS).
aGal spleen mod = qHTS Assay for Inhibitors and Activators of Human alpha-Galactosidase From Spleen Homogenate; Potency, µM (titrated, usually from 80 µM), for inactives: at the highest dose activity change, negative = inhibition, most hits filed as inhibitors; AID 2107, 2009; Alpha-galactosidase A (Homo sapiens), P06280; 240,000 tested, 0.008% active; human spleen homogenate, 4MU-alpha-Gal fluorescence, 40 min;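 further: 0% = enzyme with vehicle and -100% = no enzyme basal signal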
Target sequence (P06280 32-429 limits assumed): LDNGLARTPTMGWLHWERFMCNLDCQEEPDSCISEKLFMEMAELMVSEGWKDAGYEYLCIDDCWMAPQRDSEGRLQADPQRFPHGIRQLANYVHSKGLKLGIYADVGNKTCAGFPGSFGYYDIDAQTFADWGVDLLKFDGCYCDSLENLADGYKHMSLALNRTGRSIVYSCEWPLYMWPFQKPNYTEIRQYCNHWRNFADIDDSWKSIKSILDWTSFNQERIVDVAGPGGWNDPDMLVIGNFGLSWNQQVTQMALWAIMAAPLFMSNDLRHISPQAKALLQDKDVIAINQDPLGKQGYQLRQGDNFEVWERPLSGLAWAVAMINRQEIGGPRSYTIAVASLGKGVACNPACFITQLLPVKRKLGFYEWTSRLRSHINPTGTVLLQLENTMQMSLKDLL
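Spleen homogenate 1 ug + cpd (titration) + 4-MU-alpha-D-galactopyranoside 1 mM; 37C 40 min; 50 mM citrate/phosphate pH 5.0, 0.01% Tween-20; stop pH 10; fluorescence 365/440; AC50 via Hill.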
Tau fluor counter = Counterscreen qHTS for Inhibitors of Tau Fibril Formation, Fluorescence Polarization; tau K18 P301L (four-repeat tau fragment) Alexa594 fluorescence, heparin fibrillization; Potency, µM (series often up to 57.7 µM), inactives show at the top dose activity change, negative = decrease; 280,000 tested, 0.93% active; further: on the % scale 0 is the no-effect control and ±100 the full control effect; nearly all actives have a fitted effect of over 55% in size
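Human K18 P301L tau (15 uM unlabeled plus 0.24 uM Alexa 594-labeled, final) in 100 mM sodium acetate pH 7 was mixed with compound and 20 uM heparin and incubated 6 hr at 37 C.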
GAA glycogen mod = qHTS Assay for Inhibitors and Activators of Human alpha-Glucosidase Cleavage of Glycogen; Lysosomal alpha-glucosidase (Homo sapiens), P10253; recombinant GAA, glycogen substrate, Amplex Red glucose oxidase fluorescence; Potency, µM (series often up to 76.4 µM), for the others: at the highest dose activity change, negative = inhibition, usual class: inhibitors; 300,000 tested, 0.38% active; AID 2100, 2009;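 further: 0% = full enzyme reaction and -100% = no-enzyme basal signal; the screen sought inhibitors and activators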
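Recombinant human enzyme (4 nM); glycogen substrate; 37 C, 40 min, pH 5.0. Readout: coupled glucose oxidase/Amplex Red fluorescence.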
Epigenetic derep = Quantitative High-Throughput Screen for Regulators of Epigenetic Control | murine LDR cells, GFP reporter derepression, 30 h | Potency, µM (top dose mostly 53.9 µM), for the others: top-dose GFP activation, actives largely listed as activators | 280,000 tested, 0.2% active; further: % of control where 0% means no effect; nearly all actives have a fitted effect of over 60% in size
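Readout is the number of GFP-expressing murine LDR cells, counted by cytometry following washing. Cells were treated with compound for 30 h at 37 C; the stably integrated CMV-GFP locus is normally silent.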
GAA inh = qHTS Assay for Inhibitors of Human alpha-Glucosidase as a Potential Chaperone Treatment of Pompe Disease | Lysosomal alpha-glucosidase (Homo sapiens), P10253 | Potency, µM (top dose mostly 76.9 µM), without a hit: at the highest dose activity change, negative = inhibition, most hits filed as inhibitors | purified human GAA, 4-MU-alpha-glucoside fluorescence | 200,000 tested, 0.005% active;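 further: plate controls were uninhibited enzyme wells for no effect and no-enzyme background for full effect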
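Fluorogenic assay: 4 nM human alpha-glucosidase with 400 uM 4-methylumbelliferyl-alpha-D-pyranoside in 50 mM citrate/phosphate, 0.005% Tween-20, pH 5.0, 20 min at room temperature. Compounds tested up to 77 uM; AC50 from Hill fits.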
ALDH1A1 inh = qHTS Assay for Inhibitors of Aldehyde Dehydrogenase 1 (ALDH1A1); Potency, µM (series often up to 75.3 µM), for inactives: top-dose activity, negative = inhibition, hits mostly inhibitors; Purified ALDH1A1, NADH fluorescence, propionaldehyde substrate; 220,000 tested, 7.3% active; active means well fitted inhibition curve with a large enough effect, not every such curve was filed as active; inconclusive means small, poorly fitted or top-dose-only effect, or another doubt; inactive means no such curve, though single readings can be large or run the other way;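 further: plate controls were no enzyme wells and a reference inhibitor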
Target sequence (P00352 whole entry, looked up): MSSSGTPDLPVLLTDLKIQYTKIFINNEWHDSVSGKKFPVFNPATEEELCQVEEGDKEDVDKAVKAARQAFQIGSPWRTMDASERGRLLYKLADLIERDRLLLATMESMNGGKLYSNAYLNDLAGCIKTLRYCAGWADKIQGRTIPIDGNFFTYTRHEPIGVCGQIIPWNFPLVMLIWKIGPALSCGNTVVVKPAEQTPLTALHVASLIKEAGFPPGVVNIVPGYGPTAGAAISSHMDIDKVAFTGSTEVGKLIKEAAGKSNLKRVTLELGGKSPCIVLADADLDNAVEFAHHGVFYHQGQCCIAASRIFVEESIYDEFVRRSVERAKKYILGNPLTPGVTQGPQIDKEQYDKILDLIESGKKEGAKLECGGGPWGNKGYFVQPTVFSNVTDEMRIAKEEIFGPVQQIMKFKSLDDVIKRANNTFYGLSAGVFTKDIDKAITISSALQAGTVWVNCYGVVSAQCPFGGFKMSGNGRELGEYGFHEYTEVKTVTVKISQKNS
aGlu spleen mod = qHTS Assay for Inhibitors and Activators of Human alpha-Glucosidase From Spleen Homogenate; Lysosomal alpha-glucosidase (Homo sapiens), P10253; human spleen homogenate, 4-MU-alpha-glucoside fluorescence; Potency, µM (titrated, usually from 79.9 µM), inactives show top-dose activity change, negative = inhibition, usual class: inhibitors; 240,000 tested, 0.006% active; AID 2112, 2009;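 further: 0% = enzyme with vehicle and -100% = no enzyme basal signal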
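Human spleen homogenate (1 ug) with 4-methylumbelliferyl-alpha-D-glucopyranoside (1 mM final) in 50 mM citrate/phosphate pH 5.0, 0.01% Tween-20; 40 min at 37 C. Stopped at pH 10; 4-MU fluorescence Ex 365/Em 440 nm; AC50 by Hill fit.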
NPSR antagonist = qHTS Assay for Antagonists of the Neuropeptide S Receptor: cAMP Signal Transduction; Q6W5P4; CHO-NPSR cells, cAMP TR-FRET, antagonist mode; 220,000 tested, 1% active; Potency, µM (doses to about 38.3 µM), for the others: top-dose activity change, negative = inhibition, usual class: inhibitors; further: on the % scale 0 is the no-effect control and ±100 the full control effect; nearly all actives have a fitted effect of over 50% in size; many of its hits are not listed in these tables
* hit, by the source's call; ? = inconclusive; · = no result given; [ ] = remark or other dose. Unless noted, the call rests on the fitted dose curve; in most records, active means well fitted curve in the direction sought with a large enough effect; inconclusive means small, poorly fitted or top-dose-only effect, or another doubt; inactive means no such curve, though single readings can be large; an effect the other way counts as inactive or inconclusive. Potency means the concentration at half of the fitted maximal effect. Some of the compounds tested (hit frequency here may not be typical).

SMILES	GAA inh	Epigenetic derep	NPSR antagonist	ALDH1A1 inh	Tau fluor counter	aGal spleen mod	GAA glycogen mod	aGlu spleen mod
CC(=O)c1ccc(NC(=S)NC(=O)CC(C)C)cc1	-1.0%	1.1%	4.9%	13.6%	6.2%	5.3%	1.1%	4.6%
CCOC(=O)N/N=C/c1ccc(OCCSc2ccc(Cl)cc2)c(OCC)c1	-4.6%	-1.8%	-26.9%	5.9%	-0.3%	-1.5%	-1.0%	-1.9%
COc1cc(/C=N/Nc2nc3ccccc3[nH]2)cc(OC)c1O	5.4%	?	?	0.6%	15.8µM*[quencher]	-3.4%	20µM*	-5.5%
CCOc1ccc2nc(NCCCO)[nH]c2c1	5.8%	-1.0%	-19.2%[46.1 µM]	2.6%	1.7%	-2.2%	-1.4%	1.1%
Cc1ccc(C2NCCS2)cc1 (configuration not stated)	1.0%	-0.1%	11.2%	7.3%	-16.0%	-0.9%	12.6%	-1.3%
COc1ccc(Cl)cc1C(=O)Nc1ccc(S(N)(=O)=O)cc1	-10.4%	-0.3%	11.6%	1.5%	-12.3%	-0.4%	5.8%	-2.9%
Fc1cccc2sc(Nc3nc4ccccc4s3)nc12	?	10.1%	-37.1%	?	?	1.1%	4.5%	2.7%
Cc1ccc(S(=O)(=O)N2CCC(=O)N(C(COCc3ccc(Cl)c(Cl)c3)Cc3ccccc3)CC2)cc1 (configuration not stated)	-4.1%	0.0%	-27.0%	?	-9.9%	2.1%	1.0%	3.1%
COC(=O)C/C=C\[C@@H](C)[C@@H](/C=N\O[C@@H](C)CN1CCCc2nc(C)c(C)cc21)NS(=O)(=O)c1ccc(C)cc1	·	0.7%[10.1 µM]	·	?	-8.7%[11.6 µM]	-1.3%[17.5 µM]	·	-3.3%[17.4 µM]
Cc1ccccc1Nc1n[nH]c(C)c1[N+](=O)[O-]	-6.7%	-0.9%	24.5%	-6.5%	-11.0%	1.7%	3.4%	-2.6%
Cn1cccc1Cc1nnc(SCC(=O)N2CCOCC2)n1CCc1ccccc1	7.7%	0.0%	0.2%	-0.6%	0.3%	6.5%	-2.7%	-1.6%
O=C(N/N=C/c1ccc([N+](=O)[O-])cc1)c1ccc2nc[nH]c2c1	-14.8%	1.5%	-4.4%[46.1 µM]	6.31µM*	-25.9%	0.4%	4.3%	1.3%
Cn1c(=O)n(Cc2ccccc2)c(=O)c2c1nc1n2CCN1Cc1ccco1	-20.0%	1.1%	-11.9%	-14.1%	-13.5%	3.6%	0.5%	-8.2%
C=CCNC(=S)NN(c1ccccc1)c1ccccc1	6.1%	-1.2%	-23.8%	7.4%	-4.5%	-17.4%	-2.4%	-2.3%
Cc1c(C(=O)NCCSCc2ccccc2)cccc1[N+](=O)[O-]	3.4%	-4.0%	6.9%	3.16µM*	-17.3%	9.2%	-1.6%	-4.5%
O=C(Nc1nc(-c2ccccc2)nc2ccccc12)c1ccc(F)cc1	12.5%	1.3%	-49.1%	?	-5.9%	-8.5%	1.3%	-4.3%
Nc1nnn(CC(=O)N/N=C/c2cccc(Cl)c2)n1	·	1.0%	2.6%	·	4.0%	5.4%	-1.7%	-4.1%
COc1ccc(/C=C/C(=O)N2CCNC(=O)C2)c(OC)c1	4.3%	-1.3%	7.3%	-5.4%	1.9%	-0.9%	?	6.0%
CC1CCCCC12NC(=O)N(CC(=O)Nc1ccc(N3CCOCC3)cc1)C2=O (configuration not stated)	1.0%	0.0%	11.7%	-4.9%	-13.3%	-2.8%	-2.7%	-8.3%
O=C(O)c1cc(S(=O)(=O)Nc2ccc3oc(=O)sc3c2)ccc1O	11.4%	-1.6%	3.4%[46.1 µM]	?	-16.6%	0.2%	?	0.0%
O=C(Nc1ccc(Cl)cc1C(=O)Nc1ccccn1)c1ccco1	?	-1.1%	-28.8%[46.1 µM]	-6.3%	-14.5%	0.0%	4.1%	1.9%
Cc1c(C(=O)OCC(=O)N(CCC#N)c2ccccc2)oc2c1ccc1ccccc12	-5.0%	0.0%	-16.0%[46.1 µM]	?	?	1.9%	-3.8%	-12.9%
COc1ccc(CNC(=O)c2cccc3c2C(=O)N(Cc2cccnc2)C3)cc1	-3.2%	10.7%	-15.1%[46.1 µM]	1.3%	2.9%	-19.1%	4.2%	6.7%
Cc1csc2ncc(C(=O)Nc3ccc(C(F)(F)F)cc3)c(=O)n12	-6.3%	0.0%	-21.6%[46.1 µM]	3.4%	-1.5%	-1.6%	-5.2%	-6.5%
CC1(C)CC(=O)c2sc(N)nc2C1	-2.1%	0.0%	-7.0%[46.1 µM]	?	3.0%	3.7%	4.2%	1.1%
O=C1C=C(N2CCCCC2)C2(CCCCC2)O1	?	2.2%	2.9%	10µM*	8.5%	-4.8%	4.1%	1.1%
COc1cc(/C=N/NC(=O)C2COc3ccccc3O2)cc(OC)c1OC (configuration not stated)	-5.6%	0.1%	-0.8%	-6.1%	-14.0%	-4.8%	0.2%	2.2%
O=C(Nc1ccc(Br)c2cccnc12)c1ccc(Cn2cc([N+](=O)[O-])cn2)o1	-1.6%	-1.0%	-13.4%[46.1 µM]	-4.4%	?	-5.4%	12.1%	2.4%
CN(C)C=Nc1ncc2c3ccccc3n(Cc3ccccc3)c2c1C#N	-0.7%	0.8%	-22.1%[46.1 µM]	?	?	11.3%	0.6%	1.4%
CCOC(=O)N1CCC(C(N)=O)CC1	?	-0.2%	-0.1%[46.1 µM]	14.4%	0.8%	1.6%	-6.0%	1.1%
CC(C)C(=O)Nc1ccc(Nc2ccccc2)cc1	3.8%	-2.2%	7.0%[46.1 µM]	23.6%	-19.1%	6.2%	-26.1%	-1.1%
COc1cc(NC(=O)C(=O)NCCN2CCNCC2)c(OC)cc1Cl	4.4%	2.0%	19.0%	?	-1.2%	-3.9%	4.9%	0.2%
O=C(Nc1ccccc1)c1cccc(=O)o1	·	-1.1%	-5.0%	·	-6.3%	-10.0%	6.6%	-6.3%
Cc1ccccc1C(=O)O/N=C/c1c(N2CCOCC2)n(C)c2ccccc12	-4.0%	-2.3%	-20.2%[46.1 µM]	?	-30.0%	10.7%	-13.4%	5.3%
O=C(CCCCCn1c(=O)[nH]c2ccccc2c1=O)NCCc1c[nH]c2ccccc12	2.4%	-0.9%	-23.6%[46.1 µM]	2.3%	-22.4%	3.6%	-0.5%	-4.5%
COCCCNC(=O)C1CC(=O)N(c2ccc(C)cc2)C1 (configuration not stated)	-14.8%	1.5%	-0.7%[46.1 µM]	-6.6%	5.8%	1.0%	2.4%	-4.0%
Cc1oc(-c2ccccc2)nc1CS(=O)CC(=O)O (configuration not stated)	-0.4%	1.7%	-1.1%[46.1 µM]	-11.5%	-4.0%	3.3%	9.8%	-3.2%
CCc1nnc(N2C(=O)c3cccc4cccc(c34)C2=O)s1	5.4%	0.0%	-26.3%[46.1 µM]	?	-9.0%	-1.7%	7.2%	5.0%
Cc1[nH][nH]c(=O)c1C(c1ccc(O)c([N+](=O)[O-])c1)c1c(C)[nH][nH]c1=O	1.4%	-1.1%	1.5%	?	-17.5%	3.4%	?	0.5%
CCc1cccc2c3c([nH]c12)[C@@](CC)(CC(=O)O)OCC3	·	0.0%[16.9 µM]	·	-14.9%[20.9 µM]	·	-10.8%[29.1 µM]	·	-8.9%[29.1 µM]
CCc1cccc(NC(=O)NC2CCCCC2)c1	-3.9%	-2.6%	2.6%[46.1 µM]	11.5%	-8.7%	-4.8%	-3.1%	-0.7%
Cc1ccc(CN2CCN(C(=O)CCN3C(=O)c4ccccc4C3=O)CC2)cc1	-0.6%	1.1%	-11.4%[46.1 µM]	-7.3%	-5.7%	5.7%	5.4%	2.1%
O=C(CN1CCc2ccccc21)Nc1ccc2c(c1)OCO2	-0.4%	0.0%	-19.3%[46.1 µM]	12.6µM*	?	4.3%	-7.2%	2.2%
COc1cccc(Oc2ccc(N)cc2)c1	-9.7%	0.0%	-7.3%[46.1 µM]	-8.5%	-7.6%	3.5%	-1.5%	2.7%
COCCNC(=S)N1CCC(NC(=O)c2ccco2)CC1	2.6%	1.0%	-3.3%	?	0.2%	0.1%	6.3%	1.6%
COC(=O)c1ccc(OC(=O)c2ccc(OCc3c(C)noc3C)c(OC)c2)cc1	-10.4%	1.3%	4.9%[46.1 µM]	0.2%	-0.6%	-4.4%	0.6%	5.0%
c1csc(-c2nn3c(Cn4cnc5ccccc54)nnc3s2)c1	-13.8%	7.9%	-10.7%[46.1 µM]	?	3.8%	4.6%	-6.0%	1.5%
O=C(Cc1cccs1)N1CCN(S(=O)(=O)c2ccc(F)cc2)CC1	4.4%	-3.5%	9.6%	13.7%	0.5%	-3.9%	-0.2%	-0.8%
C=C(C)C(=O)Oc1ccc(N2C(=O)CCC2=O)cc1	·	22.4µM*	-19.3%	·	-8.2%	-15.9%	-2.6%	1.6%
Cc1ccc2ccccc2c1Cn1c(-n2ccnc2)nc2c1c(=O)n(C)c(=O)n2C	-2.8%	-11.6%	-25.4%[46.1 µM]	-5.5%	-12.0%	-1.7%	5.1%	-1.3%
O=C(CCN1CCCCC1)NCC1OCCc2ccccc21 (configuration not stated)	-19.3%	1.2%	-0.9%[46.1 µM]	4.0%	-3.9%	7.1%	-7.3%	-8.1%
Cc1ccc(C(=O)/C=C\NCc2ccccc2)cc1	-2.6%	?	-29.4%	?	-14.9%	-1.8%	-4.7%	-4.3%
O=C(CSc1cc([N+](=O)[O-])cc(S(=O)(=O)Cc2ccccc2)c1)NC1CC1	-10.0%	-0.1%	-1.5%	25.1µM*	-4.9%	-3.8%	2.3%	3.3%
